Source: PubChem BioAssay (several laboratories)
TRPC6 inh = mouse TRPC6 channel inhibitors, primary screen, cell-based, HEK293, membrane potential dye; Short transient receptor potential channel 6 (Mus musculus), Q61143; ACh-evoked depolarization; active compounds read low; B-score at 10 µM; 1.1% of 310,000 active; AID 2553, 2010;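 active = B-score under library mean minus 3 SD, initial fluorescence not abnormally high, positive integrated signal ratio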;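 also: B-score derived from integrated fluorescence ratio over the kinetic read; more negative B-score means stronger inhibition of depolarization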
TRPC4 act = activators of mouse TRPC4 channel, primary screen, Fluo4 calcium, HEK293 TRPC4beta/mu-opioid cells | 0.49% of 310,000 active | B-score at 10 µM | Fluo4 calcium fluorescence; active compounds read high;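 active = B-score above 5 SD of library B-scores, and initial fluorescence ratio not above library mean plus 5 SD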;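 also: positive B-score marks a calcium rise read as TRPC4 activation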
Target sequence (Q9QUQ5 whole entry, looked up): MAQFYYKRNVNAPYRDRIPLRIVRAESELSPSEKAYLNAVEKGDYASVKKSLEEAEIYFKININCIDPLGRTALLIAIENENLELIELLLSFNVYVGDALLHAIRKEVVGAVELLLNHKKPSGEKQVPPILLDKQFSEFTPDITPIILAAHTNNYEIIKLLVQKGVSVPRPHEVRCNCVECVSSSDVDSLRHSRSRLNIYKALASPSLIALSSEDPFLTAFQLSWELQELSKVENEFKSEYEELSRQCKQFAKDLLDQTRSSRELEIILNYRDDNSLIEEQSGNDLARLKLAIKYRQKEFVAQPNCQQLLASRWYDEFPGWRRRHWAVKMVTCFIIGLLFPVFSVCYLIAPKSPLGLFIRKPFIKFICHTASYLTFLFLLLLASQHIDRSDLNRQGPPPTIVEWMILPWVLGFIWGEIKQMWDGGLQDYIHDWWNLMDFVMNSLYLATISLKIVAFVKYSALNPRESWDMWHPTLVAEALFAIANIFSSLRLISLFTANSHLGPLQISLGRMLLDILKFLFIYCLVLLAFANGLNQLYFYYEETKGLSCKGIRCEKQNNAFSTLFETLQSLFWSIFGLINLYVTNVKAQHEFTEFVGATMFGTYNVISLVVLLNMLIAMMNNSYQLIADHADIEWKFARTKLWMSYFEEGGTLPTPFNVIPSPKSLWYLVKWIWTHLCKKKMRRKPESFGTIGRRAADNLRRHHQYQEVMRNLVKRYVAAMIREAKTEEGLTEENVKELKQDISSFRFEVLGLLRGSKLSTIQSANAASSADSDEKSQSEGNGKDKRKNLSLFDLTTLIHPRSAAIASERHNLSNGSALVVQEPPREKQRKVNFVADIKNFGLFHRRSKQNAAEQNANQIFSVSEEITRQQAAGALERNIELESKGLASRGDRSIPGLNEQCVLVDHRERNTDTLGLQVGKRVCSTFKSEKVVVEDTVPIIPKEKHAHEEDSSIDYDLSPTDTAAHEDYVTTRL
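System: HEK293 cells stably co-expressing mouse TRPC4beta and mu-opioid receptor; Schedule: Fluo4 dye loading 45 min at room temperature, 110 s recording; Detection: Fluo4 fluorescence, kinetic; Evaluation: B-scored integrated calcium fluorescence ratio; Controls: buffer (low) and maximal DAMGO (high).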
TRPC4 PAM = positive allosteric modulators of TRPC4, primary screen, cell-based, mouse TRPC4beta, HEK293 mu-opioid, Fluo-4 calcium; DAMGO EC20, Fluo-4 Ca2+ flux; active compounds read high; 0.42% of 310,000 active; B-score at 10 µM; Short transient receptor potential channel 4 (Mus musculus), Q9QUQ5;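 active = B-score of calcium response area above 5 SD of library B-scores, with initial fluorescence ratio within 5 SD of library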;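 also: B-score of integrated fluorescence ratio over time as area under calcium response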
SKKanGAS inh = S. pyogenes SKKanGAS growth inhibitors in kanamycin, primary screen, streptokinase expression inhibitor project, SKKanGAS strain, BacTiter-Glo luminescence; 6 h; inhibition, % at 7.5 µM; 1.3% of 300,000 active; AID 1662, 2009;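 active = mean replicate score, as percent of positive control median, at least 50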;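 also: strain carries kanamycin resistance gene driven by streptokinase promoter and grows in 40 µg/ml kanamycin; loss of luminescence reflects streptokinase promoter inhibition or plain growth inhibition; 0% = median of DMSO wells and 100% = positive control at its reference dose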
KLF5 inhibitor = KLF5 expression inhibitors, primary screen, DLD-1 cells, luminescence. DLD-1 KLF5 promoter-luciferase reporter. inhibition, % at 5 µM. 0.23% of 290,000 active. AID 1700, 2009;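 active = inhibition above a per-plate limit of that plate's mean compound inhibition plus 3 SD, cut at about 60% in these data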;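 also: 0% = DMSO wells and 100% = LY294002 at 200 µM; higher means less KLF5 promoter-driven luciferase light; inactives centre near -14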
IEC-6 tox = cytotoxicity in IEC-6 intestinal epithelial cells, primary screen, cytotoxicity control for KLF5 inhibitor project, cell-based, luminescence; IEC-6 cytotoxicity, luminescence viability; inhibition, % at 5 µM; 0.78% of 290,000 active; AID 1825, 2009; in the data active = inhibition above about 22%;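 also: 0% = plate median of test compound wells and 100% = cytotoxic reference compound wells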
TRPC4 inh = inhibitors of mouse TRPC4 channel, primary screen, Fluo4 calcium, HEK293 TRPC4beta/mu-opioid cells; 0.39% of 300,000 active; B-score at 10 µM; DAMGO-evoked Fluo4 calcium flux; active compounds read low; Short transient receptor potential channel 4 (Mus musculus), Q9QUQ5;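 active = B-score over 3 SD under the library average, no early fluorescence shift, positive overall ratio signal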
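Signal: kinetic Fluo4 fluorescence imaging of calcium influx. Material: stable TRPC4beta/mu-opioid receptor HEK293 cells. Probe or stimulus: DAMGO in two steps, submaximal then maximal.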
TRPC6 activator = mouse TRPC6 channel activators, primary screen, cell-based, HEK293, membrane potential dye; HEK293-TRPC6 membrane potential dye fluorescence; active compounds read high; AID 2550, 2010; B-score at 10 µM; 0.13% of 310,000 active;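 active = B-score of the integrated fluorescence ratio above library mean plus 3 SD, and starting fluorescence ratio within library mean plus 5 SD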;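 also: higher score means more depolarization so channel activation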
HIF activator = HIF pathway transcriptional activators, primary screen, cell-based, U2OS HRE-luciferase, luminescence; activation, % at 7.5 µM (by protocol); AID 1910, 2009; U2OS HRE-luciferase reporter; normalized: DMSO 0%, desferrioxamine 100%; 0.32% of 300,000 active;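 active = mean activation of at least 10% of the iron chelator positive control signal, with at least half of replicates also reaching 10%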
aSyn UTR inh = MLPCN primary screen, SNCA 5' untranslated region | AID 1813, 2009 | 0.82% of 300,000 active | inhibition, % (tested at 7.5 µM) | alpha-synuclein 5'UTR reporter, inhibitor activity; in the data active = inhibition above about 60%;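 also: H4 neuroglioblastoma cells stably carrying SNCA 5'UTR luciferase fusion; 0% = DMSO wells and 100% = positive control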
MrgX1 antagonist = antagonists of human MrgX1 receptor, primary screen, HEK293 cells, Fluo-4 calcium flux | B-score at 10 µM | BAM8-22 antagonism; active compounds read low | 1.3% of 310,000 active;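 active = calcium-response B-score plate-corrected more than 3 library SD below zero, starting fluorescence within 5 deviations, no agonist response on first addition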;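 also: peak minus trough fluorescence over baseline after final BAM8-22 challenge near maximal dose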
* hit, by the source's call; i = inactive; x = no result given.

SMILES	TRPC6 inh	TRPC4 act	TRPC4 PAM	SKKanGAS inh	KLF5 inhibitor	IEC-6 tox	TRPC4 inh	TRPC6 activator	HIF activator	aSyn UTR inh	MrgX1 antagonist
Cc1ccc(OCCCNC2CCCC2)cc1	i	i	i	-5	-2	3	i	i	0.1	-1	i
COc1cc(NC(=O)c2ccccc2)c(OC)cc1NC(=O)CSc1[nH]c(=O)cc(C)c1C#N	i	i	i	12	53	9	i	i	1.1	-1	i
Cc1ccc(-c2csc(CC(N)=O)n2)cc1	i	i	i	-5	-62	0	i	i	0.5	-76	i
NC(=O)c1ccccc1Nc1nc2nc3ccccc3c(=O)n2cc1Br	i	i	i	46	-55	8	i	i	2.1	-83	i
CC(NC(=O)/C=C/c1ccco1)c1nc2ccccc2n1Cc1c(Cl)cccc1Cl (stereo unspecified)	i	i	i	13	-24	-3	i	i	0.1	16	i
CC(C)(C)C(=O)COC(=O)C1CC(=O)N(c2ccccc2)C1 (stereo unspecified)	i	i	i	3	-22	1	i	i	-0.1	-19	i
CC(=O)Nc1ccc(OS(=O)(=O)c2cc(Cl)ccc2C)cc1	i	i	i	-11	-13	5	i	i	0.2	-2	i
CN(CC(=O)Nc1ccccc1C(=O)N1CCCC1)S(=O)(=O)c1ccc(Cl)cc1	i	i	i	5	-18	-1	i	i	0.1	-8	i
O=C(Nc1nccs1)C1CCN(S(=O)(=O)c2cnc[nH]2)CC1	i	i	i	5	8	4	i	i	-1.5	14	i
Cn1c(-c2sc3ccccc3c2Cl)n[nH]c1=S	i	i	i	5	-1	4	i	i	-0.8	-5	i
COc1ccc(/C(O)=C2/C(=O)C(=O)N(c3ccccn3)C2c2ccc(OC)cc2)cc1 (stereo unspecified)	i	i	i	-5	-25	-2	i	i	0.0	-2	x
CCC1(c2ccccc2)NC(=O)N(CC(=O)Nc2ccc3c(C)cc(=O)oc3c2)C1=O (stereo unspecified)	i	i	i	5	x	x	i	i	0.6	4	i
Cn1cccc1/C=C1\SC(=S)N(Nc2ccccc2)C1=O	i	i	i	1	-16	5	i	i	0.6	-59	i
Cc1cc(C)n(-c2nc(N(C)C)nc(N(C)C)n2)n1	i	i	i	2	-12	1	i	i	-0.1	-1	i
CCOC(=O)CSc1ccc(-c2nc3ccccc3[nH]2)cn1	i	i	i	1	7	-2	i	i	1.3	-8	i
O=C(c1ccc(S(=O)(=O)N2CCOCC2)cc1)N1CCN(c2ccccc2)CC1	i	i	i	5	-14	-1	i	i	0.0	8	i
N=C1/C(=C/c2cccn2-c2cccc([N+](=O)[O-])c2)C(=O)N=C2SC=CN12	i	i	i	-4	10	5	i	i	x	-13	i
c1ccc(N=Nc2cn[nH]c2-c2ccco2)cc1	i	i	i	1	-23	9	i	i	0.1	-3	x
COc1cccc(-c2ccc(C#N)c(=O)[nH]2)c1	i	i	i	0	-37	-3	i	i	-0.5	12	i
C=CCN(C(=O)C1=NN(C2CCS(=O)(=O)C2)C(=O)CC1)c1nc(-c2ccc([N+](=O)[O-])cc2)cs1 (stereo unspecified)	i	i	i	3	-120	1	i	i	2.2	-135	i
O=C(CCc1ccccc1)Nc1cc2c(cc1Cl)OCCO2	i	i	i	0	-194	-2	i	i	0.1	-135	i
COc1ccc(F)cc1C(=O)C1CCCN(Cc2cccn2-c2cccnc2)C1 (stereo unspecified)	i	i	i	2	-30	7	i	i	0.3	20	i
O=C(Nc1cccc(F)c1)N(Cc1ccc(Cl)cc1)CC(O)C(F)(F)F (stereo unspecified)	i	i	i	6	0	1	i	i	0.7	41	i
Cc1ccc(-n2c3c(cc(C(=O)O)c2=O)C(=O)CC(C)(C)C3)cc1	i	i	i	4	11	-3	i	i	-0.1	12	i
O=c1c2c3c(sc2nc2n1CCCC2)CCC3	i	i	i	-3	-5	3	i	i	0.0	3	i

In a second layout: entries from further up.
Order of values: TRPC6 inh | TRPC4 act | TRPC4 PAM | SKKanGAS inh | KLF5 inhibitor | IEC-6 tox | TRPC4 inh | TRPC6 activator | HIF activator | aSyn UTR inh | MrgX1 antagonist
> O=C(c1ccc(S(=O)(=O)N2CCOCC2)cc1)N1CCN(c2ccccc2)CC1
  i | i | i | 5 | -14 | -1 | i | i | 0.0 | 8 | i
> N=C1/C(=C/c2cccn2-c2cccc([N+](=O)[O-])c2)C(=O)N=C2SC=CN12
  i | i | i | -4 | 10 | 5 | i | i | x | -13 | i
> c1ccc(N=Nc2cn[nH]c2-c2ccco2)cc1
  i | i | i | 1 | -23 | 9 | i | i | 0.1 | -3 | x
> COc1cccc(-c2ccc(C#N)c(=O)[nH]2)c1
  i | i | i | 0 | -37 | -3 | i | i | -0.5 | 12 | i
> C=CCN(C(=O)C1=NN(C2CCS(=O)(=O)C2)C(=O)CC1)c1nc(-c2ccc([N+](=O)[O-])cc2)cs1 (stereo unspecified)
  i | i | i | 3 | -120 | 1 | i | i | 2.2 | -135 | i
> O=C(CCc1ccccc1)Nc1cc2c(cc1Cl)OCCO2
  i | i | i | 0 | -194 | -2 | i | i | 0.1 | -135 | i
> COc1ccc(F)cc1C(=O)C1CCCN(Cc2cccn2-c2cccnc2)C1 (stereo unspecified)
  i | i | i | 2 | -30 | 7 | i | i | 0.3 | 20 | i
> O=C(Nc1cccc(F)c1)N(Cc1ccc(Cl)cc1)CC(O)C(F)(F)F (stereo unspecified)
  i | i | i | 6 | 0 | 1 | i | i | 0.7 | 41 | i
> Cc1ccc(-n2c3c(cc(C(=O)O)c2=O)C(=O)CC(C)(C)C3)cc1
  i | i | i | 4 | 11 | -3 | i | i | -0.1 | 12 | i
> O=c1c2c3c(sc2nc2n1CCCC2)CCC3
  i | i | i | -3 | -5 | 3 | i | i | 0.0 | 3 | i

Additional structures follow:
SMILES	TRPC6 inh	TRPC4 act	TRPC4 PAM	SKKanGAS inh	KLF5 inhibitor	IEC-6 tox	TRPC4 inh	TRPC6 activator	HIF activator	aSyn UTR inh	MrgX1 antagonist
COc1ccccc1CCNC(=O)CN1C(=O)c2ccccc2S1(=O)=O	i	i	i	-3	x	x	i	i	-0.1	-3	i
Cc1[nH]c2ccc(Br)cc2c(=O)c1CN1CCCCC1	i	i	10*	0	-5	4	i	i	0.2	7	i
Nc1nc(NC(=O)/C=C/c2ccc(F)cc2)nn1-c1ccccc1	i	i	i	76*	-21	7	i	i	0.2	3	i
Cc1sc(NC(=O)c2ccco2)c(C(c2cccnc2)N2CCN(CCO)CC2)c1C (stereo unspecified)	i	i	i	-18	-19	0	i	i	-0.4	-7	i
O=C(COC(=O)c1cccc(Cl)c1Cl)NCCN1C(=O)CSC1=O	i	i	i	1	-27	-8	i	i	0.1	-24	i
Cc1ccc(C(=O)N2C(=S)C(c3ccc(F)cc3)=NC23CCN(C)CC3)cc1	i	i	i	-1	-6	3	i	i	0.3	26	i
CCCOC(=O)c1cccc(NC(=O)C(C)(C)C)c1	i	i	i	-7	-15	-11	i	i	1.6	-3	i
CC(=O)Nc1cc[n+](C(C)C(=O)c2ccccc2)cc1 (stereo unspecified)	i	i	i	1	1	-2	i	i	-0.2	-6	i
CN1CCN(c2ccccc2/C=C2/C(=O)Nc3ccccc32)CC1	-5*	i	i	0	-2	2	i	i	0.4	9	i
O=S(=O)(Nc1ccn(-c2ccccc2)n1)c1ccc(Br)cc1	i	i	i	11	-13	7	i	i	0.8	-53	i
COc1ccc(CN2CCCCCC2)cc1Br	i	i	i	5	-34	3	i	i	-2.1	-16	i
CN(Cc1cccc(F)c1)C(=O)c1ccccc1Sc1ccccc1C#N	i	i	i	8	-8	1	i	i	0.6	8	i
CCCCC(=O)N/N=C(C)/C=C/c1ccccc1F	i	i	i	-7	4	1	i	i	5.6	-76	x
CC(C)Oc1ccc(CNCCC2(C(C)C)CCOC(C)(C)C2)cc1 (stereo unspecified)	i	i	i	3	-30	1	i	i	-0.1	-7	i
COc1cccc(/C=N/NC(=O)CCc2n[nH]c(=O)[nH]c2=O)c1O	i	i	i	-12	-19	-5	i	i	0.2	-6	i
CC1CCCC(C)N1C(=O)COC(=O)C(Cc1ccccc1)NC(=O)c1cccs1 (stereo unspecified)	i	i	i	-6	4	12	i	i	-0.8	17	i
CCN(CC)c1ccc(CN(C(=O)c2cc(OC)c(OC)c(OC)c2)C2CCS(=O)(=O)C2)cc1 (stereo unspecified)	i	i	i	0	-9	-2	i	i	0.1	16	i
CC1(C)Cc2nc3nc(SCC(=O)Nc4ccccc4)nc(N)c3cc2CO1	i	i	i	-1	-20	1	i	i	0.9	-68	i
COc1ccccc1CC(=O)N1CCCC(CCC(=O)NCc2ccccc2F)C1 (stereo unspecified)	i	i	i	2	3	4	i	i	-0.1	-10	i
COc1cc(NC(=O)C2CC(c3cccc(OC)c3OC)=NO2)cc(OC)c1OC (stereo unspecified)	i	i	i	-5	9	9	i	i	1.5	12	i
O=C(NCC1CCCN(C(=O)c2cscn2)C1)c1ccccc1Cl (stereo unspecified)	i	i	i	2	-16	0	i	i	0.5	-78	i
O=C(c1cc(C2CC2)nc2ccc(Br)cc12)N1N=C(C(F)F)CC1(O)C(F)F (stereo unspecified)	i	i	i	-2	-30	-1	i	i	-0.9	-6	i
CSc1nc2cc(S(=O)(=O)N3CCOCC3)ccc2s1	i	i	i	-1	-11	3	i	i	0.1	9	i
COc1ccccc1CC(=O)N1CCN(c2cccc(C(F)(F)F)c2)CC1	i	i	i	9	-1	3	i	i	-0.5	6	i
O=[N+]([O-])c1cc(S(=O)(=O)N2CCCC2)ccc1N/N=C/c1ccncc1	i	i	i	-6	11	-4	i	i	0.3	11	i
COc1ccc(N(C)C(=O)Cc2c(C(=O)O)[nH]c3ccccc23)c(OC)c1	i	i	i	11	6	-4	i	i	0.2	19	i
O=C(CSCC(=O)Nc1ccc2ccccc2c1)NCc1ccccc1	i	i	i	-6	-4	1	i	i	2.2	-35	i
